TcdB inh: TcdB glycohydrolase inhibitors, primary screen, biochemical, single point, plate reader. 350,000 compounds, 0.24% hits. TcdB glycohydrolase enzymatic assay. AID 652162, 2013. inhibition, % at 9.99 µM. Toxin B (Clostridioides difficile), P18177; in the data active = inhibition above about 10%
CCHFV vOTU inh: CCHFV vOTU protease inhibitors, primary screen, biochemical, Pep-AMC substrate, fluorescence | Crimean-Congo hemorrhagic fever virus L polyprotein viral ovarian tumor (vOTU) protease … | inhibition, % at 11.5 µM | 370,000 compounds, 0.55% hits | AID 651958, 2012; in the data active = inhibition above about 30%; note: 0% = vehicle wells with enzyme and 100% = no enzyme wells
PrPC surface inh: inhibitors of human cell surface prion protein PrPC, primary screen, cell-based, TR-FRET; AID 720596, 2013; 370,000 compounds, 0.43% hits; TR-FRET read-out; inhibition, % at 13.8 µM; in the data active = inhibition above about 24%; note: 0% = median of the test wells and 100% = reference compound wells
Numbers without * were called inactive; & = joins results of further samples. A portion of the library, so the mix of outcomes need not match the whole.

Start of the data: the first 14 compounds (preview)
Screening O=C(Nc1ccc(F)cc1)C(c1cc2ccccc2o1)N1CCN(c2ccncc2)CC1 (stereo unspecified) returned TcdB inh 1.6, CCHFV vOTU inh 12 and PrPC surface inh -3.
For Cc1cc(C)nc(SCC(=O)Nc2ncccn2)n1 the results were TcdB inh -0.7, CCHFV vOTU inh -9 and PrPC surface inh 0.
For CCOc1ccc(NC(=O)CSc2nc3nc4c(cc3c(=O)n2CC)COC(C)(C)C4)cc1 the results were TcdB inh 0.4, CCHFV vOTU inh -12 and PrPC surface inh 1.
Screening O=C(N[C@H](C(=O)N1CCC[C@H]1C(=O)NCCc1ccccc1Cl)c1ccccc1)C1CC1 returned TcdB inh 0.9, CCHFV vOTU inh -4 and PrPC surface inh -4.
COC(=O)c1cc2c(c3c4ccccc4n(S(=O)(=O)c4cccc(C)c4)c13)C(=O)N(Cc1ccccc1)C2 was read as TcdB inh 0.8, CCHFV vOTU inh 1 and PrPC surface inh 1.
For CC(C)CCNC(=O)c1ccc(Cl)c(NC(=O)c2ccccc2F)c1 the results were TcdB inh 0.3, CCHFV vOTU inh 17 and PrPC surface inh 19.
CCOC(=O)CC1(C)Oc2ccccc2N1S(=O)(=O)c1ccc(C)cc1 (stereo unspecified) was read as TcdB inh -7.1, CCHFV vOTU inh 30* and PrPC surface inh 13.
`NC(=O)Cn1cc(C(=O)COc2ccccc2)c2ccccc21` gave TcdB inh 1.6, CCHFV vOTU inh -12 and PrPC surface inh -6.
For COC(=O)c1cc2c(c3c4cc(C)ccc4n(S(=O)(=O)c4cccc(C)c4)c13)C(=O)N(Cc1ccccc1OC)C2 the results were TcdB inh -6.6, CCHFV vOTU inh 10 and PrPC surface inh 6.
COC(=O)c1cc2c(c3c4cc(C)ccc4n(S(=O)(=O)c4ccc(OC)cc4)c13)C(=O)N(Cc1ccccc1OC)C2 was read as TcdB inh 1.2, CCHFV vOTU inh 0 and PrPC surface inh 0.
O=C(Nc1c(-c2ccccc2)[nH][nH]c1=O)c1cnccn1 was read as TcdB inh -3.5, CCHFV vOTU inh -10 and PrPC surface inh -8.
Cc1[nH]c2ccccc2c1CC(=O)Nc1ccc(N(C)c2cccnc2)c(-c2ccc(F)c(F)c2)c1 was read as TcdB inh 0.8, CCHFV vOTU inh 16 and PrPC surface inh 1.
Screening COc1ccc(CN2CCN(CCCc3ccccc3)CC2)c(OC)c1 returned TcdB inh -0.9, CCHFV vOTU inh -14 and PrPC surface inh -4.
For COc1ccccc1CCn1cnc(-c2ccccc2)c1CC(C)C the results were TcdB inh 1.6, CCHFV vOTU inh 45* and PrPC surface inh 18.

The listing, previewed entries included:
Screening O=C(Nc1ccc(F)cc1)C(c1cc2ccccc2o1)N1CCN(c2ccncc2)CC1 (stereo unspecified) returned TcdB inh 1.6, CCHFV vOTU inh 12 and PrPC surface inh -3.
For Cc1cc(C)nc(SCC(=O)Nc2ncccn2)n1 the results were TcdB inh -0.7, CCHFV vOTU inh -9 and PrPC surface inh 0.
For CCOc1ccc(NC(=O)CSc2nc3nc4c(cc3c(=O)n2CC)COC(C)(C)C4)cc1 the results were TcdB inh 0.4, CCHFV vOTU inh -12 and PrPC surface inh 1.
Screening O=C(N[C@H](C(=O)N1CCC[C@H]1C(=O)NCCc1ccccc1Cl)c1ccccc1)C1CC1 returned TcdB inh 0.9, CCHFV vOTU inh -4 and PrPC surface inh -4.
COC(=O)c1cc2c(c3c4ccccc4n(S(=O)(=O)c4cccc(C)c4)c13)C(=O)N(Cc1ccccc1)C2 was read as TcdB inh 0.8, CCHFV vOTU inh 1 and PrPC surface inh 1.
For CC(C)CCNC(=O)c1ccc(Cl)c(NC(=O)c2ccccc2F)c1 the results were TcdB inh 0.3, CCHFV vOTU inh 17 and PrPC surface inh 19.
CCOC(=O)CC1(C)Oc2ccccc2N1S(=O)(=O)c1ccc(C)cc1 (stereo unspecified) was read as TcdB inh -7.1, CCHFV vOTU inh 30* and PrPC surface inh 13.
`NC(=O)Cn1cc(C(=O)COc2ccccc2)c2ccccc21` gave TcdB inh 1.6, CCHFV vOTU inh -12 and PrPC surface inh -6.
For COC(=O)c1cc2c(c3c4cc(C)ccc4n(S(=O)(=O)c4cccc(C)c4)c13)C(=O)N(Cc1ccccc1OC)C2 the results were TcdB inh -6.6, CCHFV vOTU inh 10 and PrPC surface inh 6.
COC(=O)c1cc2c(c3c4cc(C)ccc4n(S(=O)(=O)c4ccc(OC)cc4)c13)C(=O)N(Cc1ccccc1OC)C2 was read as TcdB inh 1.2, CCHFV vOTU inh 0 and PrPC surface inh 0.
O=C(Nc1c(-c2ccccc2)[nH][nH]c1=O)c1cnccn1 was read as TcdB inh -3.5, CCHFV vOTU inh -10 and PrPC surface inh -8.
Cc1[nH]c2ccccc2c1CC(=O)Nc1ccc(N(C)c2cccnc2)c(-c2ccc(F)c(F)c2)c1 was read as TcdB inh 0.8, CCHFV vOTU inh 16 and PrPC surface inh 1.
Screening COc1ccc(CN2CCN(CCCc3ccccc3)CC2)c(OC)c1 returned TcdB inh -0.9, CCHFV vOTU inh -14 and PrPC surface inh -4.
For COc1ccccc1CCn1cnc(-c2ccccc2)c1CC(C)C the results were TcdB inh 1.6, CCHFV vOTU inh 45* and PrPC surface inh 18.
O=C(C[C@H]1CC[C@H]2[C@@H](COC[C@H](O)CN2C(=O)c2ccccn2)O1)N1CCN(c2ccccc2)CC1 was read as TcdB inh 1.3&1.2, CCHFV vOTU inh 18 and PrPC surface inh -7.
Nc1sc(-c2ccccc2)cc1C(=O)NCCc1ccc(Cl)cc1 was read as TcdB inh -0.2, CCHFV vOTU inh 8 and PrPC surface inh 2.
`CCCCCCC12C(=Cc3cc(C)ccc31)c1ccccc1C(CC(=O)NCc1ccccc1)N2C(=O)OC` (stereo unspecified) gave TcdB inh 0.6, CCHFV vOTU inh 26 and PrPC surface inh -1.
For CC(C)(C)OC(=O)Nc1ccccc1-n1nnnc1C(C(=O)c1ccccc1)N1CCN(c2ccccn2)CC1 (stereo unspecified) the results were TcdB inh 1.1, CCHFV vOTU inh 10 and PrPC surface inh -5.
For COC(=O)[C@]12C[C@H](CC(=O)N3CCCC3)C(=O)N(Cc3ccc4c(c3)OCO4)C1=C[C@H](C(C)(C)C)O[C@@H]2C the results were TcdB inh 1.5, CCHFV vOTU inh 15 and PrPC surface inh 4.
Screening CCc1ccc(C2CC3C(CN2S(=O)(=O)c2ccc(C)cc2)[C@@H](O)C[C@@H](c2ccc(CC)cc2)N3S(=O)(=O)c2ccc(C)cc2)cc1 (stereo partly specified) returned TcdB inh -0.6, CCHFV vOTU inh 16 and PrPC surface inh 3.
Screening CN1CCCCC(NC(=O)c2ccc(Cl)cc2Cl)C1=O (stereo unspecified) returned TcdB inh 0.7, CCHFV vOTU inh -9 and PrPC surface inh 2.
For C[C@H](CO)N1C[C@H](C)[C@H](CN(C)C(=O)Nc2cccc(F)c2)OCc2cnnn2CCCC1=O the results were TcdB inh 0.4&-1.0, CCHFV vOTU inh 4 and PrPC surface inh -2.
For COC(=O)C[C@H]1N(S(=O)(=O)c2ccc(C)cc2)C(C(C)C)CC1(C(=O)OC)C(=O)OC (stereo partly specified) the results were TcdB inh 0.2, CCHFV vOTU inh 22 and PrPC surface inh 1.
`CN(c1cccnc1)c1ccc(NC(=O)Cc2cn(Cc3ccccc3)c3ccccc23)cc1Br` gave TcdB inh 0.7, CCHFV vOTU inh 10 and PrPC surface inh 11.
Screening O=C(NCc1ccccc1)[C@H]1CCCN1C(=O)[C@H]1CCCN1C(=O)c1ccc(OC(F)(F)F)cc1 returned TcdB inh 0.3, CCHFV vOTU inh -4 and PrPC surface inh 5.
Screening COc1ccccc1CNC(=O)c1cc2c(=O)[nH]c3ccccc3c2n1C returned TcdB inh 1.1, CCHFV vOTU inh 11 and PrPC surface inh 10.
`COC(=O)C1=CN(c2ccc(N3CCOCC3)cc2)C(N)=C(C#N)C1c1cccc(F)c1` (stereo unspecified) gave TcdB inh 0.0, CCHFV vOTU inh 8 and PrPC surface inh -11.
For COc1ccc(-c2cc(=O)c3cccc(CC(=O)O)c3o2)cc1 the results were TcdB inh 0.0, CCHFV vOTU inh -397 and PrPC surface inh 2.
Screening Cc1ccc(CC(=O)NCc2cccnc2)cc1 returned TcdB inh 0.7, CCHFV vOTU inh -12 and PrPC surface inh 0.
`CCOP(=O)(OCC)C(Nc1cccc(C(F)(F)F)c1)c1ccc(Br)cc1` (stereo unspecified) gave TcdB inh 1.1, CCHFV vOTU inh 20 and PrPC surface inh 1.
`COC(=O)C1=C(C)N(Cc2cccc(C(F)(F)F)c2)C(=NCc2ccc(C(F)(F)F)cc2)NC1c1ccccc1` (stereo unspecified) gave TcdB inh 1.0, CCHFV vOTU inh 13 and PrPC surface inh -2.
CC(=O)N1CCC(C(=O)N2c3ccccc3N=C(c3ccc(C(F)(F)F)cc3)C2C(=O)NC2CCCC2)CC1 (stereo unspecified) was read as TcdB inh 0.4, CCHFV vOTU inh 5 and PrPC surface inh -5.
`CCN=C1NC(c2ccc(F)cc2)C(C(=O)OC)=C(C)N1Cc1ccc(C(F)(F)F)cc1` (stereo unspecified) gave TcdB inh -0.7, CCHFV vOTU inh 4 and PrPC surface inh -12.
`O=C(NCc1ccccc1)[C@H]1CCCN1C(=O)[C@H]1CCCN1C(=O)c1cccc(Cl)c1` gave TcdB inh 0.9, CCHFV vOTU inh -12 and PrPC surface inh 1.
NC1(N2SC(S)=C3CCCC=C32)CCCCC1 was read as TcdB inh 0.7, CCHFV vOTU inh -2 and PrPC surface inh -1.
For Cc1cccc(-n2c(SCN3C(=O)c4ccccc4C3=O)nc3ccccc3c2=O)c1 the results were TcdB inh 0.8, CCHFV vOTU inh -11 and PrPC surface inh 2.
Nc1nc2c(ncn2[C@@H]2O[C@H](C(=O)N[C@H](Cc3ccccc3)C(=O)O)[C@@H](O)[C@H]2O)c(=O)[nH]1 was read as TcdB inh 1.8, CCHFV vOTU inh 0 and PrPC surface inh 1.
Cc1c(CN2CCN(c3ncc(Cc4ccccc4)cn3)CC2)c(=O)n(-c2ccccc2)n1C was read as TcdB inh 1.0, CCHFV vOTU inh 2 and PrPC surface inh -4.
`CCOC(=O)N1CCN(C(C(=O)NC2CCCC2)c2ccco2)CC1` (stereo unspecified) gave TcdB inh 0.8, CCHFV vOTU inh -5 and PrPC surface inh 7.
`C[C@H](c1ccccc1)N1C[C@@H](COCc2ccccc2)Oc2cccc(Oc3ccc(C(C)(C)C)cc3)c2S1(=O)=O` gave TcdB inh -0.6, CCHFV vOTU inh 1 and PrPC surface inh -5.

Ordered by SMILES length (smallest number first): some entries from above.
For Cc1cccc(-n2c(SCN3C(=O)c4ccccc4C3=O)nc3ccccc3c2=O)c1 the results were TcdB inh 0.8, CCHFV vOTU inh -11 and PrPC surface inh 2.
Cc1c(CN2CCN(c3ncc(Cc4ccccc4)cn3)CC2)c(=O)n(-c2ccccc2)n1C was read as TcdB inh 1.0, CCHFV vOTU inh 2 and PrPC surface inh -4.
`C[C@H](c1ccccc1)N1C[C@@H](COCc2ccccc2)Oc2cccc(Oc3ccc(C(C)(C)C)cc3)c2S1(=O)=O` gave TcdB inh -0.6, CCHFV vOTU inh 1 and PrPC surface inh -5.

Source: PubChem BioAssay (several laboratories)
